# Screening data from PubChem.
# MCL1-BIM inh = inhibitors of human MCL1 binding to BIM-BH3 peptide | inhibition, % at 10.9 µM | GST-MCL1 / FITC-Bim-BH3 fluorescence polarization | actives 0.68% (n = 320,000) | Q07820 | AID 2057;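 active means inhibition above the mean inhibition of all tested compounds plus 3 SD, set per campaign, cut at about 40% in these data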;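 further: 0% = DMSO wells and 100% = unlabeled Bim-BH3 peptide control; higher means more loss of mP so more displacement of Bim peptide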
# Target sequence (Q07820 whole entry, looked up): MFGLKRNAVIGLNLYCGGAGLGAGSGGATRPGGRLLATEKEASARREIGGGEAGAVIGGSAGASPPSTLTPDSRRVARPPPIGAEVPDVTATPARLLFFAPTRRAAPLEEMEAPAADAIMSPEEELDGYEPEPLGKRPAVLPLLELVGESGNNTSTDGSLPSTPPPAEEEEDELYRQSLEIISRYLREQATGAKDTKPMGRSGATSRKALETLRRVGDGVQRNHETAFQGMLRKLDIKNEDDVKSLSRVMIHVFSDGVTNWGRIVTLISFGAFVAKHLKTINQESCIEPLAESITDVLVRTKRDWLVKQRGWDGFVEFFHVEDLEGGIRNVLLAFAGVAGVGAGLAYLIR
# EBNA-1 inhibitor = blocks EBNA-1 binding to DNA; actives 0.34% (n = 300,000); inhibition, % at 14.8 µM; EBNA-1 DNA binding, fluorescence polarization; in the data active means inhibition above about 28%
# ZTA DNA inh = blocks Epstein-Barr virus ZTA, an EBNA-1 counter-screen | ZTA-DNA binding, fluorescence polarization | actives 0.15% (n = 320,000) | AID 2234 | inhibition, % at 11 µM | P03206; in the data active means inhibition above about 33%
# Efflux pump inh = inhibitors of Candida antifungal efflux pumps expressed in yeast | S. cerevisiae Candida pump triplex, Nile Red efflux | inhibition, % at 10 µM | actives 0.44% (n = 330,000) | AID 485275;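 active means plate passing quality check with inhibition over a set limit, or well fluorescence over plate mean plus 4 SD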;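 further: Nile Red retained in pooled yeast measured as flow cytometry median fluorescence; 0% = buffer negative control and 100% = Enniatin B positive control; higher means more Nile Red kept so more efflux inhibition; some compounds called inactive have numbers as strong as hits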
# Fam108B inh = blocks mouse Fam108B hydrolase in RBBP9 counter-screen | recombinant Fam108B, FP-Rh probe fluorescence polarization | inhibition, % at 9.51 µM | actives 0.33% (n = 300,000) | AID 1947;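 active means inhibition above the screen mean inhibition plus 3 SD, computed separately per campaign, cut at about 18% in these data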;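 further: inhibitors lower polarization as less probe binds the enzyme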
# Bcl-xL primary = Bcl-xL (human) inhibition. actives 0.7% (n = 320,000). Q07817. inhibition, % at 10.9 µM. GST-Bcl-xL / FITC-Bim BH3 peptide fluorescence polarization. AID 2129;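 active means inhibition above the mean of all tested compounds plus 3 SD, cutoff set per campaign, cut at about 30% in these data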;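 further: 0% = DMSO wells and 100% = unlabeled Bim-BH3 peptide competitor; inhibitors lower millipolarization by displacing the labeled peptide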
# Target sequence (Q07817 whole entry, looked up): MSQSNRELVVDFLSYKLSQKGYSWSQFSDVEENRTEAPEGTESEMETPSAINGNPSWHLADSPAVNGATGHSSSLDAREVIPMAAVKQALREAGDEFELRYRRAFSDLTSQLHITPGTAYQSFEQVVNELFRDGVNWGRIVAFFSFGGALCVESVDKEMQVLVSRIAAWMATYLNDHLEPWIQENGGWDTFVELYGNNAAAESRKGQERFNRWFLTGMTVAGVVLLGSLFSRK
# GLD-1 TGE inh = GLD-1-TGE RNA interaction inhibition (C. elegans); Q17339; actives 0.44% (n = 320,000); purified GLD-1 + fluorescein TGE RNA, fluorescence polarization; inhibition, % at 5.96 µM;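 active means percent inhibition above a per-plate cutoff, the plate mean of test compounds plus 3 SD, cut at about 30% in these data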;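 further: 0% = DMSO wells with GLD-1 and probe and 100% = wells lacking GLD-1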
# MEX-5 binding = C. elegans MEX-5 TCR-2 RNA binding activity | MEX-5/FITC-TCR2 RNA binding, fluorescence polarization; hits give low values | activity score (negative = inhibition of binding), % at 10 µM | actives 0.38% (n = 300,000) | Q9XUB2;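 active means inhibition past about -25% in most replicates, and total fluorescence under double the plate's negative control median, limit read from the data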;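 further: 0% = DMSO and -100% = 5 µM competing unlabeled TCR2 RNA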
# Target sequence (Q9XUB2 whole entry, looked up): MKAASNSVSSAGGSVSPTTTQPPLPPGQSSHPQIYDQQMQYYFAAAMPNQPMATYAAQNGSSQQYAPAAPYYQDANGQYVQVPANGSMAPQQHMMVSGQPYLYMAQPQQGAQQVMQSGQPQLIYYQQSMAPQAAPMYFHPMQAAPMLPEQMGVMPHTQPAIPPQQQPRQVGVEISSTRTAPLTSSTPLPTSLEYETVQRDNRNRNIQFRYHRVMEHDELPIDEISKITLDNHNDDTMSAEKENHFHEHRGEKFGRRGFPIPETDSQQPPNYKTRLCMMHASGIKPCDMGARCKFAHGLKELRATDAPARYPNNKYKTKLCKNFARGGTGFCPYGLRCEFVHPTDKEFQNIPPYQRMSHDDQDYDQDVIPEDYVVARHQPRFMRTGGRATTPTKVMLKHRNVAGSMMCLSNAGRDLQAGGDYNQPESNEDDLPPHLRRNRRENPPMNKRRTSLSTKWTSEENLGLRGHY
# CR mimetic SO = lowers age-related superoxide in aged yeast cells. AID 2690. S. cerevisiae aged cells, superoxide DHE fluorescence; hits give low values. actives 0.18% (n = 330,000). superoxide response (% of plate mean), % at 10 µM;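 active means superoxide response under a set limit, about three screen SD below normal, cut at about 65% in these data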;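 further: yeast aged for seven days with compound at 30 °C before DHE staining; 100% = average MFI of all compound-treated wells on the plate with controls excluded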
# Numbers without * were called inactive; . = no result given.
SMILES,MCL1-BIM inh,EBNA-1 inhibitor,ZTA DNA inh,Efflux pump inh,Fam108B inh,Bcl-xL primary,GLD-1 TGE inh,MEX-5 binding,CR mimetic SO
CSCCC(NS(=O)(=O)c1ccc2c(c1)oc(=O)n2C)C(=O)NC1CCN(Cc2ccccc2)CC1 (stereo not given),2,-6,-5,0.0,2,9,8,.,95
CCOC(=O)c1ccccc1NC1OC(=O)c2ccccc21 (stereo not given),3,0,5,0.0,-2,1,7,0.7,106
N#Cc1cnc2c(-c3ccccc3)c(-c3ccccc3)nn2c1N,-1,-3,-3,-0.1,-19,0,7,-1.1,125
O=C(N/C(=C/c1ccc(Cl)cc1)c1nc2ccccc2[nH]1)c1ccco1,6,-4,-2,0.1,3,2,5,0.4,98
COc1ccc(-c2occ(C(=O)O)c2C(=O)O)cc1,-1,6,-10,-0.1,2,5,-5,0.3,79
COc1ccc(OC)c(CNC(=O)CCC(=O)N2Cc3cccc(OC)c3Oc3ncccc32)c1,0,-7,0,0.0,-2,5,-1,-3.7,91
CC(C)CC(=O)Nc1ccc(OCC(=O)O)cc1,-7,17,12,0.1,-1,-4,-9,3.5,100
COc1ccc(NC(=O)CSc2nnc3ccc(-c4cccnc4)nn23)cc1,6,-7,-6,-0.1,3,0,0,1.2,107
Cc1ccc(-n2[nH]c3c4c(ccc3c2=O)C(=O)c2ccccc2C4=O)cc1,2,-7,-12,-0.5,4,6,2,.,95
COc1ccc(S(=O)(=O)N(C)C)cc1NC(=O)CSc1nncs1,2,6,-4,0.0,-1,-1,6,-1.9,85
CNS(=O)(=O)c1cc(N(C)S(=O)(=O)c2ccc(C)cc2)c(C)cc1C,3,8,3,-0.4,0,1,8,1.3,96
O=C(O/N=C/C1=C(Cl)c2ccccc2CC1)c1ccc(F)cc1,-4,-1,-4,0.0,2,2,9,-0.9,103
COc1cccc(Nc2nc(-c3sc(NC(=O)c4ccco4)nc3C)cs2)c1,3,1,6,0.2,16,2,5,0.6,93
CCOc1ccc(NC(=O)c2cc(S(=O)(=O)N3CCCCC3)c[nH]2)cc1,4,4,-16,-0.1,5,-1,-1,0.0,97
Cc1cccc(NC(=O)c2cc(Cl)sc2Cl)c1C,-8,10,0,0.1,3,3,-2,1.5,110
CCn1c(-c2ccc(F)cc2)n[nH]c1=S,-2,2,-18,-0.1,9,-5,-1,-0.8,92
CCOC(=O)CSC1=NC(=O)/C(=C\c2ccc(OC(C)=O)cc2)S1,10,-5,-1,0.2,2,6,4,0.8,94
COc1ccc(-n2c(SCc3ccccn3)nc3c(c2=O)SCC3)cc1OC,22,-15,-4,0.0,5,6,6,1.5,101
COCCN(C(=O)c1csnn1)C(C(=O)NC1CCCCC1)c1ccc(Cl)cc1 (stereo not given),11,1,10,-0.3,0,7,0,-0.3,110
O=C(N/N=C/c1cn(Cc2ccccc2)c2ccccc12)c1cccnc1,-4,4,-2,-0.1,3,-10,7,-2.9,123
CC(=O)c1ccc(N2CCN(C(=O)C3CCN(C(=O)Nc4ccccc4)CC3)CC2)cc1,-2,.,1,-0.3,.,2,-1,.,72
CCOC(=O)C1CCCN(C(=O)c2ccc(CNc3c(N4CCC(C)CC4)c(=O)c3=O)cc2)C1 (stereo not given),6,4,10,0.0,3,5,-4,-0.7,94
CC1(C)Cc2c(sc3nc(C4CCCCC4)n(N)c(=O)c23)CO1,6,-8,0,-0.1,0,4,4,.,106
CCCc1nc(SCC(=O)NNC(=O)C2CCCCC2)c2ccccc2n1,-5,4,3,0.0,-1,1,2,-1.6,99
CCOC(=O)c1[nH]c2ccc(OC)cc2c1NC(=O)OC,10,2,4,0.1,-3,3,-1,-0.3,98

# Of the compounds above, these contain a thiophene ring, fused or not:
SMILES,MCL1-BIM inh,EBNA-1 inhibitor,ZTA DNA inh,Efflux pump inh,Fam108B inh,Bcl-xL primary,GLD-1 TGE inh,MEX-5 binding,CR mimetic SO
Cc1cccc(NC(=O)c2cc(Cl)sc2Cl)c1C,-8,10,0,0.1,3,3,-2,1.5,110
CC1(C)Cc2c(sc3nc(C4CCCCC4)n(N)c(=O)c23)CO1,6,-8,0,-0.1,0,4,4,.,106

# Remaining list, next part.
SMILES,MCL1-BIM inh,EBNA-1 inhibitor,ZTA DNA inh,Efflux pump inh,Fam108B inh,Bcl-xL primary,GLD-1 TGE inh,MEX-5 binding,CR mimetic SO
COC(=O)c1sc(NC(=O)COc2ccccc2OC)nc1C,-1,5,-5,-0.1,4,2,-3,-0.9,83
CC(C)Cc1ccc(/C=C/C(=O)NC2CC2)cc1,-4,5,-5,0.1,-5,2,-1,1.7,103
Oc1ccccc1N1CCN(c2nnnn2-c2ccccc2)CC1,-2,19,2,-0.1,5,3,-3,1.3,91
Cc1ccc(CN(C(=O)c2ccc([N+](=O)[O-])cc2)C2CCS(=O)(=O)C2)o1 (stereo not given),-1,4,5,-0.2,2,4,6,1.6,106
CCN(CC)c1nc2c(c(=O)n(C)c(=O)n2C)n1CC(=O)c1ccccc1,-1,4,4,-0.1,5,-2,4,-1.2,89
Cc1cccc(N(CC(=O)NC2CCCC2)C(=O)c2csnn2)c1C,1,-20,1,-0.4,2,2,-5,1.6,81
CC1CN(c2nnnn2-c2ccccc2)CC(C)O1 (stereo not given),3,4,6,-0.1,0,2,10,-3.0,96
COc1cc2c(cc1OC)CN(C(=O)c1ccc(S(=O)(=O)N3CCCC3)cc1)CC2,1,3,-5,-0.2,-1,7,-6,0.4,92
CCOCCCNC(=O)C(NC(=O)c1ccc2c(c1)OCO2)c1ccc(OC)cc1 (stereo not given),1,7,11,-0.1,-5,5,3,-2.7,95
CCCCCOC(=O)C(C)Sc1n[nH]c(=O)[nH]c1=O (stereo not given),12,-1,10,0.0,2,4,2,-1.1,85
O=C(Cn1[nH]c(=O)c2ccccc2c1=O)NC1CCN(Cc2ccccc2)CC1,-6,-9,-12,0.4,-2,2,1,-1.2,89
CCCCn1c(N)c(N(CC(C)C)C(=O)c2cc(=O)[nH]c3ccccc23)c(=O)[nH]c1=O,-4,-4,4,0.1,3,-4,7,-0.3,106
O=C(OCCCc1cc2ccccc2c(=O)o1)c1ccc(F)cc1,3,.,-3,-0.3,.,4,-4,.,97
CC(C)CC1NC(=O)N(CC(=O)Nc2cccc(Br)c2)C1=O (stereo not given),-12,.,3,-0.1,.,-1,0,.,111
O=C(CN1CCN(S(=O)(=O)c2ccc(Br)cc2)CC1)Nc1ccccc1C(=O)c1ccccc1,0,-1,7,0.0,-2,10,1,1.6,98
CCCC(=O)Nc1nc2ccc(OCC)cc2s1,6,12,13,-0.1,-3,2,7,-0.2,88
O=C(N/N=C1\CCc2ccccc21)c1ccccc1Cl,-5,-7,-6,0.1,-4,1,-7,-0.2,113
COC(=O)c1[nH]c2ccccc2c1NC(=O)Oc1ccccc1,-2,-16,-7,0.2,-5,2,4,1.7,98
O=C(OC(C(=O)Nc1ccc(Cl)cc1C(F)(F)F)c1ccccc1)c1c(Cl)cccc1Cl (stereo not given),-9,-10,5,0.1,-11,1,1,-2.4,105
COc1cc(C(=O)NC(C)Cc2cccs2)cc(OC)c1OC (stereo not given),13,5,-13,0.0,-2,6,-1,2.5,103
CCOc1ccccc1NC(=O)C1CCC(CNc2c(N3CCCCC3)c(=O)c2=O)CC1 (stereo not given),-3,-5,8,0.3,-1,0,-3,-2.4,104
CC(=O)c1c(OC(=O)c2ccccc2)ccnc1C(F)(F)F,-1,.,8,-0.3,.,-4,2,.,108
Cc1ccc(NC(=O)COC(=O)CCC(=O)c2cccs2)cc1,7,2,8,0.0,1,2,3,-1.3,100
COc1ccc(/C=N/Nc2nnc(-c3ccccc3)c(=O)[nH]2)cc1,1,-8,-2,0.1,-1,-4,-2,-1.1,112
CCCNC(=O)c1ccc(N2CCC3(CC2)CC(c2cccc(Br)c2)=NO3)c(NC(=O)c2ccco2)c1,5,10,11,.,-8,3,-6,3.7,.

# The list goes on:
SMILES,MCL1-BIM inh,EBNA-1 inhibitor,ZTA DNA inh,Efflux pump inh,Fam108B inh,Bcl-xL primary,GLD-1 TGE inh,MEX-5 binding,CR mimetic SO
Nc1nc(Cn2nnc(-c3ccccc3Cl)n2)nc(N2CCOCC2)n1,4,-8,-7,0.2,-4,5,-5,1.1,109
CN(/N=C/c1cccnc1)C1=NS(=O)(=O)c2ccccc21,-2,-5,8,0.5,-5,5,0,2.5,99
COc1ccc(OCC(=O)OCC(=O)c2ccc(OC)c(F)c2)cc1,-4,.,-1,-0.3,.,-6,-5,.,100
CCc1ccc(C(CC(=O)O)N2Cc3ccccc3C2=O)cc1 (stereo not given),2,-1,10,0.0,-1,3,4,-0.4,105
CCC(=O)Nc1nc2nc(-c3ccccc3)cc(=O)n2[nH]1,-1,8,-4,0.0,2,2,-3,-2.2,112
CCOC(=O)N1CCN(C(=O)c2ccc(NC(C)=O)cc2)CC1,5,3,1,0.1,-4,2,5,-3.9,88
CSc1ccc(/C=C/C(=O)c2ccc(NC(C)=O)cc2)cc1,1,-5,11,-0.1,-19,6,0,-8.3,107
O=C(CN1CCN(C(=S)NC2CCCC2)CC1)Nc1ccc(Oc2ccccc2)cc1,3,-3,-2,0.1,10,-1,2,.,92
CCc1ccc(C2CC(=O)N(c3cccc(F)c3)C3=C2C(=O)OC3)cc1 (stereo not given),1,-5,1,0.1,-6,-1,0,-0.8,108
Cc1cc(N/N=C/c2c[nH]c3ccccc23)c2ccccc2n1,-3,10,10,-0.1,0,0,0,0.3,98
CC(=O)Nc1ccc(Cl)cc1C(=O)O,-5,-1,-22,0.0,0,6,-7,3.4,112
COC(=O)c1ccc(NC(=O)C2CCN(C(=O)Nc3ccccc3)CC2)cc1,-16,.,-6,-0.3,.,-9,-2,.,71
Cc1ccc(OCCn2c3ccccc3n3nc(C)c(=O)nc23)cc1,0,2,6,0.1,-1,2,4,0.2,100
CC(=O)Nc1ccc(/C(C)=N/NS(=O)(=O)c2ccc(C)cc2)cc1,-1,3,-1,0.0,-3,4,5,-1.0,93
Cc1cc(C)cc(C(=O)Nn2cnnc2)c1,6,-22,-2,0.3,-5,6,-5,-1.9,95
O=C(CN1C(=O)NC2(CCCCC2)C1=O)Nc1ccc2c(c1)OCCCO2,-11,.,3,-0.2,.,-6,-1,.,119
CC(C)c1nc(N2CCOCC2)c(C#N)c2c1COC(C)(C)C2,4,9,9,0.0,3,5,6,2.7,96
c1ccc(N2CCN(Cc3cn4ccccc4n3)CC2)cc1,10,-7,-7,0.1,-3,6,3,-0.9,96
CC(CNC(=O)COC(=O)c1cccs1)c1ccccc1 (stereo not given),-6,.,-1,0.0,.,-1,11,.,102
COc1cc(C)ccc1OCc1cc(C(=O)N2CCN(C)C[C@@H]2c2ccccc2)no1,1,-2,-19,0.3,3,-1,-4,0.4,119
COc1ccccc1NC(=O)c1c(NC(=O)c2ccco2)sc2c1CCC2,-3,12,16,-0.1,2,4,3,2.7,101
NNC(=O)C1CCCn2c1nc1sc3c(c1c2=O)CCCC3 (stereo not given),8,7,11,0.0,0,5,3,-0.4,98
Cc1ccc(SCC(=O)c2c(C)[nH]c3ccccc23)cc1,-7,-7,-7,0.1,0,-4,3,0.4,116
CC(c1ccco1)N(C(=O)c1ccccc1F)c1ccccn1 (stereo not given),7,-1,-12,0.2,2,3,8,1.5,116

# Four compounds already listed, arranged by their value in Bcl-xL primary, rising:
molecule | Bcl-xL primary
CCCCn1c(N)c(N(CC(C)C)C(=O)c2cc(=O)[nH]c3ccccc23)c(=O)[nH]c1=O | -4
CCOc1ccc(NC(=O)c2cc(S(=O)(=O)N3CCCCC3)c[nH]2)cc1 | -1
CCC(=O)Nc1nc2nc(-c3ccccc3)cc(=O)n2[nH]1 | 2
CCOC(=O)c1[nH]c2ccc(OC)cc2c1NC(=O)OC | 3
